Screening results from PubChem BioAssay.
tuberculosis growth = growth inhibition of non-replicating M. tuberculosis (AID 488890). Mycobacterium tuberculosis non-replicating, growth inhibition; higher % means a stronger effect. inhibition, % at 25 µM, or IC50 in µM where a hit was titrated. 320,000 compounds, 0.39% hits; in the data active = a potency from the dose series; inconclusive = inhibition mostly from about 82% at the one dose, without a potency; inactive = the rest, 99 in 100 with inhibition below about 76%;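 also: plate controls were DMSO cells for no effect and high antibiotic wells for full effect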
Salmonella PhoP GFP = PhoP regulon inhibitors, Salmonella typhi PhoP promoter GFP reporter, confirmatory (AID 1850). inhibition, % at 50 µM; hits with a dose series show IC50 in µM. 310,000 compounds, 0.33% hits. Salmonella Typhi PhoP-promoter GFP reporter, fluorescence, 4 h; higher % means a stronger effect; in the data active = a potency from the dose series; inconclusive = inhibition mostly from about 25% at the one dose, without a potency; inactive = the rest, 99 in 100 with inhibition below about 19%;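 also: 0% = induced wells with vehicle and 100% = uninduced wells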
influenza NS1A = NS1A inhibition, H1N1 influenza, cell based functional assay (AID 504329). NS1A functional cell-based assay, percent inhibition; higher % means a stronger effect. one-dose inhibition, % at 12.5 µM; IC50 in µM for titrated hits. 340,000 compounds, 0.3% hits; in the data active = a potency from the dose series; inconclusive = inhibition above about 27% without an active follow-up result; also: strong numbers were not always called active
VEEV TC-83 Vero = inhibitors of VEEV TC-83 cytopathic effect, confirmation, Vero cells (AID 588727). Vero cells, VEEV TC-83 cytopathic effect inhibition; higher % means a stronger effect. inhibition, % at 20 µM; hits with a dose series show IC50 in µM. 350,000 compounds, 0.13% hits; in the data active = a potency from the dose series; inconclusive = inhibition mostly from about 14% at the one dose, without a potency; inactive = the rest, 99 in 100 with inhibition below about 12%; also: strong numbers were not always called active
M. tuberculosis HTS = M. tuberculosis growth inhibition, HTS (AID 449762) | M. tuberculosis H37Rv growth inhibition, 7H9 media; higher % means a stronger effect | 330,000 compounds, 0.59% hits | one-dose inhibition, % at 25 µM; IC50 in µM for titrated hits; in the data active = a potency from the dose series; inconclusive = inhibition above about 70% without an active follow-up result;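 also: bacterial growth assessed after seven days of incubation; strong numbers were not always called active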
VEEV TC-83 Vero 10K pilot screen = also measured in VEEV TC-83 Vero; calls as there; inhibition, %; measured here: 10K pilot screen inhibition
Starred values were filed as active, the others as inactive; i = inactive; ? = inconclusive; nt = no result given.

SMILES	tuberculosis growth	Salmonella PhoP GFP	influenza NS1A	VEEV TC-83 Vero	M. tuberculosis HTS	others
O=C(Nc1ccc(S(=O)(=O)Nc2ncccn2)cc1)c1ccc(Br)s1	4%	-1%	-12%	2.9%	0%
Cc1nn(-c2ccccc2)c(NC(=O)C(C)C)c(-c2ccccc2)c1=O	-14%	-4%	nt	0.5%	-1%
COc1cc(-c2noc(CCCC(=O)Nc3cccnc3)n2)cc(OC)c1OC	1%	7%	0%	3.2%	-5%
CC1C(=O)N2CCCc3cc(S(=O)(=O)N(C)CCC#N)cc1c32 (stereo not drawn)	-10%	-2%	16%	1.1%	-2%
CC1Nc2ncnc(N3CCN(c4ccccc4)CC3)c2N(Cc2ccc(Cl)cc2)C1=O (stereo not drawn)	45%	-22%	-1%	2.9%	?
COc1cc([N+](=O)[O-])cc2sc(NC(C)=O)nc12	11%	4%	1%	5.1%	-4%
CCOc1ccc(CCNC(=O)c2ccc(CS(=O)Cc3ccccc3Cl)o2)cc1 (stereo not drawn)	25%	7%	5%	6.2%	-4%
CCCCNC(=O)CSc1nc2ccsc2c(=O)n1CCCC(=O)NCCc1ccc(S(N)(=O)=O)cc1	-1%	6%	-4%	0.4%	3%
COc1ccccc1NC(=O)CN1C(=O)COc2ccc(S(=O)(=O)N3CCCCCC3)cc21	4%	-5%	8%	3.5%	8%
COC(=O)C[C@H](NC(=O)Cn1cnc2c(SC)nc(N)nc21)C(=O)OC	nt	nt	-20%	0.2%	1%
COc1ccc(CNC(=O)c2ccccc2SC)cc1	-2%	6%	-2%	1.3%	13%
OC(CN1CCCCC1)CN1CCCCC1	-6%	-9%	4%	0.4%	nt
Cc1ccccc1CNc1ccc(C(CC(N)=O)NC(=O)c2ccccc2)cc1[N+](=O)[O-] (stereo not drawn)	1%	0%	-3%	i	-3%
CC(C(=O)Nc1ccc(F)c(F)c1F)N(C)CCOc1ccccc1 (stereo not drawn)	0%	-11%	-5%	6.8%	2%
CC(C)C(OC(=O)c1cccs1)C(=O)NCc1ccccc1 (stereo not drawn)	10%	6%	10%	0.9%	1%
COc1ccc(S(=O)(=O)N(C)c2ccc(C(=O)NCc3ccccn3)cc2)cc1OC	4%	-8%	0%	6.2%	-5%
CC(C)(C)NC(=O)CN(C(=O)CCC(=O)Nc1nccs1)c1ccc2c(c1)OCCO2	-11%	2%	9%	0.1%	4%
Cc1ccc(S(=O)(=O)NC(=O)NC(C)(C)C)cc1	-12%	-15%	-9%	1.8%	1%
COc1ccc(/C=N/NC(=O)c2ccco2)cc1Cn1nc(C)cc1C	65%	-1%	0%	i	2%
Cc1ccc(C2C(C#N)=C(N)OC3=C2C(=O)CCC3)s1 (stereo not drawn)	-11%	-2%	-19%	0.3%	5%
Clc1cccc(CSc2nnc([C@@H]3CCCN3)o2)c1	?	-6%	2%	i	2%
COc1ccc(/C=N/N2CCOCC2)cc1OCc1ccccc1	40%	5%	14%	0.2%	?
CCCCCCCCCCCCOC1OC(CO)C(O)C(O)C1NC(C)=O (stereo not drawn)	1%	-20%	0%	i	2%
CC(C)(C)c1nc2ccccc2[nH]1	-2%	8%	-2%	8.0%	-4%
CC[C@]12c3[nH]c4ccccc4c3CCN1C(=O)C(CC(=O)NCCCn1ccnc1)C[C@@H]2C(=O)N1CCN(C(=O)C2CC2)CC1 (stereo partly drawn)	12%	nt	-11%	i	4%
Cc1c(Cl)cccc1NC(=O)CN1CCC(C(O)(c2ccccc2)c2ccccc2)CC1	42%	2%	-9%	i	36µM*
COc1cccc(Oc2ccc(C(F)(F)F)cc2NC(=O)CN2C(=O)NC3(CCCC3)C2=O)c1	-8%	nt	-18%	1.1%	-6%
S=c1[nH]nc(-c2cccnc2)n1/N=C/C(Cl)=C\c1ccccc1	-2%	9%	-8%	7.5%	10%
COc1ccc(/C=N/NC(=O)CNc2ccc(Br)cc2)c(C(=O)O)c1OC	-4%	-3%	3%	0.1%	-4%
Cn1c(CC(=O)NCCO)c(Sc2ccccc2)c2ccccc21	12%	17%	-5%	i	4%
COc1ccccc1CN1CCNC(=O)C1CC(=O)NCCCn1cccn1 (stereo not drawn)	-10%	-4%	5%	i	-4%
CCOc1ccc(C(CC(=O)O)NC(=O)C23CC4CC(CC(C4)C2)C3)cc1OC (stereo not drawn)	-12%	1%	-17%	0.6%	-4%
CCCN(CC#CCO)CCC	1%	-2%	-8%	1.4%	-4%
O=C(C1CCCCC1)N1CCC(n2nnc3ccccc32)CC1	7%	7%	18%	0.9%	3%
Cc1ccc(S(=O)(=O)NC(C(=O)N2CCOCCOCCOCCOCC2)C(C)C)cc1 (stereo not drawn)	-8%	7%	5%	1.3%	-10%
Cc1cccc(NS(=O)(=O)c2cc(C(=O)NCc3ccccn3)ccc2C)c1	1%	-8%	1%	i	-8%
CC(=O)NC(Cc1ccc(F)c(F)c1)C(=O)NC1CCN(C(=O)c2ccc(C)cc2)CC1 (stereo not drawn)	5%	-14%	-13%	0.8%	7%
Cc1ccc(NC(=O)c2cc(C)no2)cc1	13%	9%	0%	0.6%	-5%
O=C(CSc1ncnc2c1oc1ccccc12)Nc1ccc2c(c1)OCCO2	-4%	-8%	2%	1.0%	9%	VEEV TC-83 Vero 10K pilot screen=0.3
O=C(NCc1cccnc1)c1ccccc1Br	-2%	7%	1%	i	2%
Cc1ccc2c(c1)SC1=NC(c3ccccc3)(C(F)(F)F)NC(=O)N12 (stereo not drawn)	-4%	-8%	nt	nt	-5%
CCOc1ccc(NC(=S)NCc2ccc3[nH]c(C)cc3c2)cc1	72%	-4%	-5%	1.5%	?
CC1(C)CC(N=C2C([N+](=O)[O-])=CC=C3C2=NC2(CCCCC2)N3O)CC(C)(C)N1	-15%	5%	14%	i	0%
Cc1cccc(N(Cc2cc3ccccc3[nH]c2=O)C(=O)c2ccco2)c1C	-14%	0%	-8%	5.3%	-3%
O=C1CNC(=O)N1c1ccc(Cl)cc1	-16%	0%	-10%	i	-2%
CC(C)(C)CC(=O)NCCc1csc(-c2ccccc2)n1	9%	0%	13%	i	0%
COc1ccc(/C=C(\NC(=O)c2cccs2)C(=O)NN)cc1OC	1%	-1%	11%	i	-4%
Cc1c(NC(=O)OCCNC(=O)Nc2ccccc2)sc(=S)n1C	-4%	-3%	4%	2.6%	-8%
O=C(NC(=O)N1CCCc2ccccc21)c1ccccc1	-6%	-4%	-2%	0.3%	-2%
Cc1cc(NC(=O)CSc2nc3c(c(=O)n2-c2ccc(Br)cc2)SCC3)no1	-12%	-10%	0%	0.3%	-4%
CCCCC(CC)CNC(=O)C1CCCN(S(=O)(=O)c2cnc[nH]2)C1 (stereo not drawn)	9%	-3%	0%	1.3%	-9%
Cc1nc2sccn2c(=O)c1Br	-9%	-2%	-3%	0.8%	-3%
COCCN1C(=O)/C(=C/c2cc3c(cc2Br)OCO3)NC1=S	13%	-13%	0%	0.6%	-4%
O=C(CCN1C(=O)c2ccccc2C1=O)N1CCC(c2ccccc2)C1 (stereo not drawn)	0%	-3%	-8%	0.3%	0%
O=C(CSc1nc2cc(Cl)ccc2o1)c1cccs1	?	-20%	3%	0.7%	95%
CCc1c(C)sc(NC(=O)c2cccs2)c1C#N	22%	-7%	-6%	0.5%	-5%
CCOc1ccc(N=Cc2c(O)n(C(C)(C)C)c(=O)[nH]c2=O)cc1	19%	0%	4%	1.8%	?
COC(=O)c1cc(S(=O)(=O)NCC2CCN(Cc3cc(C)ccc3C)CC2)c[nH]1	15%	-31%	-1%	0.5%	4%
O=C(Cc1ccc(Br)cc1)NCCN1CCOCC1	1%	4%	-4%	0.4%	0%
CS(=O)(=O)N(Cc1ccccc1)c1ccccc1C(=O)O	6%	-10%	4%	1.2%	-7%

Arranged by molar mass (low to high): five of the compounds above.
SMILES	tuberculosis growth	Salmonella PhoP GFP	influenza NS1A	VEEV TC-83 Vero	M. tuberculosis HTS	others
CCOc1ccc(N=Cc2c(O)n(C(C)(C)C)c(=O)[nH]c2=O)cc1	19%	0%	4%	1.8%	?
COc1ccc(/C=C(\NC(=O)c2cccs2)C(=O)NN)cc1OC	1%	-1%	11%	i	-4%
Cc1c(NC(=O)OCCNC(=O)Nc2ccccc2)sc(=S)n1C	-4%	-3%	4%	2.6%	-8%
CC1(C)CC(N=C2C([N+](=O)[O-])=CC=C3C2=NC2(CCCCC2)N3O)CC(C)(C)N1	-15%	5%	14%	i	0%
COC(=O)c1cc(S(=O)(=O)NCC2CCN(Cc3cc(C)ccc3C)CC2)c[nH]1	15%	-31%	-1%	0.5%	4%

(more compounds)
SMILES	tuberculosis growth	Salmonella PhoP GFP	influenza NS1A	VEEV TC-83 Vero	M. tuberculosis HTS	others
Cc1ccc(CNC(=O)CS(=O)Cc2nc(-c3cccs3)oc2C)cc1 (stereo not drawn)	17%	-7%	-8%	6.2%	-3%
Cc1ccc(S(=O)(=O)N2CCN(Cc3ccco3)CC2)c(C)c1	3%	-1%	4%	0.3%	-7%
O=C(c1ccccc1)N1CCCC(C(=O)N2CCCCC2)C1 (stereo not drawn)	-14%	4%	-1%	1.2%	5%
CCOC(=O)c1nn(-c2ccccc2C)c2nc(-c3ccc(Cl)cc3)c(C#N)c(=O)n12	-8%	-9%	-2%	0.4%	-1%
CCC1=NN(C(=O)c2ccc(Br)cc2)C(O)(c2ccc(C)cc2)C1 (stereo not drawn)	?	-4%	-1%	2.1%	6%
O=C1CCCc2nn(-c3ccccc3)c(-c3ccncc3)c21	-14%	11%	8%	i	-2%
Cc1ccccc1OCCCC(=O)Nc1ccc(N2CCOCC2)cc1	28%	6%	10%	0.0%	6%
O=C(NNC(=O)C1CCN(S(=O)(=O)c2ccc(Cl)cc2)CC1)c1ccccc1	-8%	-2%	-7%	i	-1%
O=C(CSc1ccc2ccccc2n1)NCCCN1CCCC1=O	-16%	nt	-11%	1.0%	-12%
CCCc1nnc(NC(=O)c2c(O)c3cccc4c3n(c2=O)CC4)s1	?	-3%	nt	nt	?
Nc1nnc(SCCCC(=O)c2ccccc2)s1	32%	0%	1%	i	7%
CCN1CCCC1CNC(=O)Cn1nc(C)n2c(cc3cc(F)ccc32)c1=O (stereo not drawn)	-15%	-8%	12%	1.6%	0%
COC(=O)c1cc(S(=O)(=O)NCCN2CCOCC2)cn1C	0%	-1%	-6%	1.2%	4%
Cc1ccc(C(=O)NC(=S)Nc2cccc3nsnc23)cc1	-3%	-1%	-15%	2.5%	3%
COc1ccc(NC(=O)CCl)cn1	45%	-10%	nt	nt	56%
CC(C)(C)n1ncc2c(=O)n(CC(=O)N3CCCC3)cnc21	-8%	-22%	0%	0.4%	-1%
COC(=O)c1ccc(=O)c2nc3/c(=C/O)c(O)cc(=O)c3[nH]c12	-19%	-6%	20%	4.3%	0%
CC(C)Cc1nc(SCC(=O)NCC2CCCO2)c2c(=O)n(C)c(=O)n(C)c2n1 (stereo not drawn)	-11%	-6%	-12%	1.0%	-3%
CCOC(=O)c1cc(-c2ccccc2)sc1NC(=O)C(C)C	5%	-3%	0%	1.2%	14%
CC(C)c1nnc(SCC(=O)NC(C)(C)C)n1C	-8%	2%	-17%	i	-4%

3 entries picked at random from the list so far, as already listed:
SMILES	tuberculosis growth	Salmonella PhoP GFP	influenza NS1A	VEEV TC-83 Vero	M. tuberculosis HTS	others
CC(C)Cc1nc(SCC(=O)NCC2CCCO2)c2c(=O)n(C)c(=O)n(C)c2n1 (stereo not drawn)	-11%	-6%	-12%	1.0%	-3%
CCOC(=O)c1nn(-c2ccccc2C)c2nc(-c3ccc(Cl)cc3)c(C#N)c(=O)n12	-8%	-9%	-2%	0.4%	-1%
CC(C)c1nnc(SCC(=O)NC(C)(C)C)n1C	-8%	2%	-17%	i	-4%

Remaining list, next part
SMILES	tuberculosis growth	Salmonella PhoP GFP	influenza NS1A	VEEV TC-83 Vero	M. tuberculosis HTS	others
COC(=O)CC(c1ccc(C#N)cc1)n1c(C)ccc1C (stereo not drawn)	2%	3%	3%	1.8%	5%
CCOC(=O)N1CCN(C(=O)COc2ccc(S(=O)(=O)NCc3ccccc3)cc2)CC1	9%	5%	-7%	3.6%	-3%
Cc1cccc(NC(=O)C2CCCN(C(=O)Nc3ccc(F)cc3)C2)c1C (stereo not drawn)	-8%	10%	3%	1.2%	2%
COc1ccc(OCC(=O)Nc2ccc3c(c2)C(=O)NC3=O)cc1	-6%	-2%	0%	0.3%	-2%
Cc1cccc(N2CCN(C(=O)c3cccc(S(=O)(=O)N4CCCCC4)c3)CC2)c1C	24%	nt	0%	4.8%	4%
CCc1ccc(CN(C(=O)c2oc3ccccc3c2C)C2CCS(=O)(=O)C2)cc1 (stereo not drawn)	28%	3%	0%	5.4%	-4%
COc1cc(C(c2sc3ncnn3c2O)N2CCN(c3ccccc3F)CC2)cc(OC)c1OC (stereo not drawn)	-1%	-5%	-2%	4.0%	2%
